DTT redox prof – compounds producing H2O2 with reducing agent – biochemical, NIH compound library profiling, artefact control for MLSCN library redox annotation, primary screen. DTT-dependent redox cycling H2O2, phenol red/HRP absorbance; 100% = 100 µM peroxide control, 0% = buffer. activation, % at 10 µM. 200,000 compounds, 0.03% hits. AID 878, 2007;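 active = activation of at least 50% relative to the plate's high and low controls in the primary single-dose screen; inactive = activation below 50%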;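 note: compound incubated with DTT at 0.8 mM final as the reducing agent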
Lmaj promast – Leishmania major promastigote growth inhibition, primary screen; 200,000 compounds, 9% hits; Leishmania major promastigotes, resazurin fluorescence viability; inhibition, % at 10 µM; in the data active = inhibition above about 50%;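 note: promastigotes grown with compound for 44 hours at 28 °C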
TLR4 MyD88 comp – inhibitors of TLR4-MyD88 association in cells, primary screen, cell-based, HeLa CL3-4, BLA complementation, FRET ratio. 200,000 compounds, 0.18% hits. AID 861, 2007. HeLa CL3-4 TLR4/MyD88 BLA complementation. inhibition, % at 8.4 µM; in the data active = inhibition above about 25%;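 note: 0% = vehicle and 100% = reference inhibitor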
Target sequence (O00206 whole entry, looked up): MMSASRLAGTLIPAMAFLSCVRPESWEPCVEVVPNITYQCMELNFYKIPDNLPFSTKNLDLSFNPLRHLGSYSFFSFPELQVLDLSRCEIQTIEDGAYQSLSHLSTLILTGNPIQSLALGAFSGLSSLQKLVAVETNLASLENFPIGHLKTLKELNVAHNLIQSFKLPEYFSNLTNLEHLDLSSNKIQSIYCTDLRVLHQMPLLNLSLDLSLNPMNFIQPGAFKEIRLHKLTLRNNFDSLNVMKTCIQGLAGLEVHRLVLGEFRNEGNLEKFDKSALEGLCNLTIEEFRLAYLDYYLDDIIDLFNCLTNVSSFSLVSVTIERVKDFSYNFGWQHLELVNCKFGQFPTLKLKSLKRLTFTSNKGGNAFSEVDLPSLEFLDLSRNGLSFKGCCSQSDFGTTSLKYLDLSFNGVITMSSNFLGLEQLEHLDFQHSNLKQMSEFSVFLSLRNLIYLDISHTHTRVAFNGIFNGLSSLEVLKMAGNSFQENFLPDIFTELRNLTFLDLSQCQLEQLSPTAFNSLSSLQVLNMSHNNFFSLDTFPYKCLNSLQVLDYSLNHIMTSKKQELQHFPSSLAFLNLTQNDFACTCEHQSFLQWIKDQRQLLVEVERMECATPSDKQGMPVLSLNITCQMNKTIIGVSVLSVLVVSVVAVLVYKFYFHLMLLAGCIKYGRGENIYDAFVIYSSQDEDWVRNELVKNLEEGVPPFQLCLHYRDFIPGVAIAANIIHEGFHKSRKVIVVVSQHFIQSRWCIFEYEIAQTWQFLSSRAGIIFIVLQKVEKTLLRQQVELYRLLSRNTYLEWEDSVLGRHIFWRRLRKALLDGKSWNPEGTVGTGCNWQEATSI
Target sequence (Q99836 whole entry, looked up): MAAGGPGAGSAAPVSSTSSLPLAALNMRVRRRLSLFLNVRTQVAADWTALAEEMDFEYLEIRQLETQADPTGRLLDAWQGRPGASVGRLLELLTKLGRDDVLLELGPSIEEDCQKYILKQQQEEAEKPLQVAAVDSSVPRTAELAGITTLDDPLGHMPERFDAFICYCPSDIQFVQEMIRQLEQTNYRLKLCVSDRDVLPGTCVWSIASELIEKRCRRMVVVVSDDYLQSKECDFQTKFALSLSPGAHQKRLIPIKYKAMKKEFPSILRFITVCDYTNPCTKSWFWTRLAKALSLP
Hsp70 act – Hsp70 transcriptional activators, primary screen, cell-based, HeLa, Hsp70 promoter luciferase, luminescence, 10 µM; AID 1203, 2008; HeLa Hsp70 promoter luciferase reporter; scaled: vehicle 0, proteasome-inhibitor control 100%; activation, % at 10 µM; 200,000 compounds, 0.04% hits;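 active = activation above the mean across all tested compounds plus 3 SD, cutoff set per campaign, cut at about 5.5% in these data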;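 note: 100% = MG132 at 30 µM as the positive control and 0% = DMSO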
The depositor's hits bear a star.

SMILES | DTT redox prof | Lmaj promast | TLR4 MyD88 comp | Hsp70 act
COc1ccc(-c2cc(CN3C(=O)c4ccccc4C3=O)on2)cc1 | 1.8 | -3 | -1 | 0.4
COc1ccc(-c2nc3cc(C)ccn3c2NCC2CCCO2)cc1OC (stereo not given) | 0.4 | 27 | -7 | -0.1
CC(C)CC(=O)N1CCN(c2ccc([N+](=O)[O-])c(NCc3ccccc3)c2)CC1 | 2.4 | 0 | 15 | -0.5
COc1ccc(NC(=O)CSC2=C(C#N)C(c3ccco3)C(C(=O)Nc3nc4ccccc4s3)=C(C)N2)cc1 (stereo not given) | -4.8 | 5 | -8 | -0.3
CC(C)(C(=O)c1ccccc1)/[N+]([O-])=C/c1ccc(F)cc1 | 2.3 | -2 | 4 | -0.4
Cc1ccc(S(=O)(=O)N/N=C/c2ccc(OCC(=O)NC(C)C)cc2)cc1 | 3.4 | -8 | 4 | -0.4
O=C(CSc1nc2c(c(=O)n1-c1ccc(F)cc1)SCC2)Nc1ccc2c(c1)OCO2 | 2.3 | 21 | 12 | -0.2
CCCOc1ccc(/C(O)=C2/C(=O)C(=O)N(CCN(C)C)C2c2ccncc2)cc1 (stereo not given) | -0.3 | 2 | -1 | -0.3
O=C(Cn1cnc2c(oc3ccccc32)c1=O)NCCc1ccccc1 | 3.4 | 2 | 8 | -0.3
C=CCn1c(=N)c(C(=O)OCC)cc2c(=O)n3cccc(C)c3nc21 | 2.1 | 18 | -8 | -0.2
CCOC(=O)C1=C(C)NC(C)=C(C(=O)OCC)C1c1nc2ccccc2[nH]1 | -0.2 | 3 | -7 | -0.1
N#Cc1c(SCc2nc3ccccc3[nH]2)nc2c(c1C(F)(F)F)CCC2 | -0.9 | 12 | -4 | -0.3
Cc1cc(C)n(-c2nc3c(c(=O)n(C)c(=O)n3C)n2CC(O)COc2ccccc2C)n1 (stereo not given) | 0.7 | 0 | 6 | -0.6
COc1ccc(OC)c(NC(=S)NCc2ccco2)c1 | -3.4 | 6 | -11 | -0.1
O=C(CSc1nnc(-c2ccc(F)cc2)o1)Nc1ccccc1N1CCOCC1 | -1.4 | -5 | -5 | -0.2
C=CCOc1ccc(/C(O)=C2/C(=O)C(=O)N(CCCN3CCOCC3)C2c2ccccc2)cc1 (stereo not given) | 0.9 | -4 | -7 | -0.1
CCn1c(SCC(=O)N2c3ccccc3Sc3ccc(Cl)cc32)nc2c1c(=O)n(C)c(=O)n2C | 0.9 | 17 | 4 | -0.3
COC(=O)C(C)Sc1nc2c(c(-c3ccc(OC)cc3)c1C#N)-c1ccccc1C2=O (stereo not given) | 6.8 | 3 | -6 | -0.4
COC(=O)c1ccc(Cn2nnc3c(sc4nc(N5CCOCC5)c5c(c43)CCCC5)c2=O)o1 | 0.3 | 18 | -7 | -0.1
CNc1nc(OCC(F)(F)F)nc(N2CCN(C34CC5CC(CC(C5)C3)C4)CC2)n1 | 0.8 | -1 | 2 | -0.2
CCOC(=O)Cn1c(CN(C)Cc2ccccc2)nc2c1c(=O)n(C)c(=O)n2C | -0.7 | 0 | 1 | -0.3
CCOc1cc(S(=O)(=O)NCc2ccccc2)c(OCC)cc1-n1cnnn1 | -0.7 | -2 | 2 | -0.3
Cc1[nH]n2c(=O)cc(-c3ccc([N+](=O)[O-])cc3)nc2c1-c1ccccc1 | 1.7 | -4 | -1 | -0.5
CCOC(=O)C(C)Sc1snnc1C (stereo not given) | -1.7 | -10 | 3 | -0.3
O=S(=O)(N/N=C\C=C\c1ccccc1)c1ccccc1 | 1.6 | 51* | -30 | -0.3
CC(=O)CSc1nnc(-c2ccc(S(=O)(=O)N3CCC(C)CC3)cc2)o1 | 2.1 | -7 | 20 | 0.0
CC1(C)CC(=O)C=C(NC2CCS(=O)(=O)C2)C1 (stereo not given) | 1.5 | 4 | -4 | -0.4
CCCCCCc1nc2ccccc2c(=O)n1NC(=O)c1c(O)c2cccc3c2n(c1=O)CC3 | 1.1 | -8 | -13 | 0.0
CCCCCCc1cc2cc(-c3nnc(-c4cccc(OC)c4)o3)c(=O)oc2cc1O | 0.1 | 0 | -22 | -0.1
O=C(/C=C/Nc1cccc([N+](=O)[O-])c1)c1ccco1 | 0.8 | 0 | -13 | 0.3
Cc1nn(C(=O)N2CCOCC2)c(C)c1CN1C(=O)c2ccccc2C1=O | -4.3 | -2 | -4 | -0.2
CCC(=O)c1coc2ccc(O)cc12 | -0.2 | 29 | -6 | -0.2
CCOC(=O)c1c2c(n(C)c1COC)C(=O)C(=O)c1ccc(Br)cc1-2 | 343* | 100* | 2 | -0.1
Cc1cc(C(F)(F)F)nn1CC(=O)N(C)C1CCCCC1 | 0.2 | 20 | -10 | 0.8
CC(C)(C)C(=O)N1CCN(c2ccc([N+](=O)[O-])cc2Cl)CC1 | -0.4 | -2 | 8 | 0.1
O=C(CCN1CCc2ccccc2C(O)(c2ccccc2)C1)c1ccc2c(c1)OCCO2 (stereo not given) | 0.1 | 95* | 11 | -0.2
O=S(=O)(NCc1ccc2c(c1)OCO2)c1ccc2oc3ccccc3c2c1 | -0.4 | -2 | -1 | -0.3
Cc1coc2c(C)c3oc(=O)cc(-c4ccccc4)c3cc12 | 2.2 | -1 | -4 | -0.3
O=C1CC(N2CCN(c3ccccc3F)CC2)C(=O)N1c1ccc(F)cc1 (stereo not given) | 0.1 | -7 | -1 | -0.1
CN=C1S/C(=C\c2cccn2-c2cccc(Br)c2)C(=O)N1C | 1.4 | -2 | -5 | -0.2

Some of these compounds in order of SMILES length, lowest first:
SMILES | DTT redox prof | Lmaj promast | TLR4 MyD88 comp | Hsp70 act
CC1(C)CC(=O)C=C(NC2CCS(=O)(=O)C2)C1 (stereo not given) | 1.5 | 4 | -4 | -0.4
O=C1CC(N2CCN(c3ccccc3F)CC2)C(=O)N1c1ccc(F)cc1 (stereo not given) | 0.1 | -7 | -1 | -0.1
CCOC(=O)c1c2c(n(C)c1COC)C(=O)C(=O)c1ccc(Br)cc1-2 | 343* | 100* | 2 | -0.1

(more compounds)
SMILES | DTT redox prof | Lmaj promast | TLR4 MyD88 comp | Hsp70 act
CCOc1nnnc2c1sc1nc(N3CCOCC3)c3c(c12)CC(C)(C)OC3 | -2.9 | 1 | -6 | 0.1
Cc1ccc(C)c(NC(=S)NCCN2CCOCC2)c1 | -3.5 | -8 | -12 | -0.1
Cc1c(NC(=O)Nc2ccc(Cl)c(Cl)c2)sc(=S)n1C | -4.3 | -5 | -1 | -0.3
Cc1ccccc1OCCn1cc(C(=S)N2CCCC2)c2ccccc21 | 0.4 | 14 | -1 | -0.2
CCOC(=O)c1c2c(n(C)c1C)C(=O)C(=O)c1ccc(Br)cc1-2 | 322* | 100* | -13 | -0.5
Cc1ccc(-c2cc(-c3ccccc3)nc(N/N=C/c3cccnc3)n2)cc1 | 2.4 | 23 | -2 | -0.1
O=C(c1ccc(CN2CCc3ccccc3C2)cc1)N1CCN(c2ccc(F)cc2)CC1 | 1.8 | 3 | -2 | -0.1
CCOC(=O)c1nc2cc3n(c(C)c-2c1C)C(C)C(CC)=C3C (stereo not given) | 0.5 | 99* | 1 | -0.2
N#C/C(=C\c1cccc2ccccc12)c1nn(-c2ccccc2)c(N)c1C#N | 2.4 | 32 | -5 | -0.1
Clc1ccc2c(Cl)c(-c3nnc(-c4ccccc4)o3)sc2c1 | 0.6 | -4 | 6 | 2.1
Nc1ccc2c(c1)CCC2=O | 1.4 | -4 | 1 | -0.1
Cn1c(=O)c2c(nc(SCC(=O)N3CCc4ccccc43)n2Cc2ccc(F)cc2)n(C)c1=O | 0.7 | 16 | 6 | 0.1
C=CCn1c(=O)/c(=C2/SC(C)=C(C)N2CC)s/c1=C1/C(=O)N(C)C(=S)N1c1ccccc1 | 0.5 | -1 | -6 | -0.3
COc1ccc(CCNc2nc(C)cc(=O)[nH]2)cc1OC | 0.6 | 2 | 0 | -0.2
CCOc1nc(-c2ccc(OC)cc2)ccc1-c1noc(-c2cccnc2)n1 | 0.7 | -1 | 2 | -0.1
CCOC(=O)c1c(NC(=O)CSc2nnc(-c3ccncc3)n2Cc2ccco2)sc(C(C)=O)c1C | 0.9 | -2 | -1 | -0.4
COc1ccc(N2CCN(C(=O)CSc3ncnc4scc(-c5ccc(C)cc5)c34)CC2)cc1 | -0.3 | 24 | 10 | -0.1
CN=C1S/C(=C\c2cn(C(C)=O)nc2-c2ccccc2)C(=O)N1C | -4.1 | 8 | -6 | -0.1
CN(C)c1nc(N/N=C\c2ccc(Cl)c([N+](=O)[O-])c2)nc(Nc2ccc(F)cc2)n1 | 0.8 | 97* | 13 | -0.2
O=C1c2cccc3c(N4CCCCC4)ccc(c23)C(=O)N1c1ccc(Cl)cn1 | -2.1 | 3 | 28* | -0.1
CCn1c(SC)nnc1-c1ccc(S(=O)(=O)N2CCCCC2)cc1 | 0.6 | -5 | -1 | -0.4
COc1ccc(-n2c3c(cc(C(=O)Nc4ccc(C)cc4)c2=O)C(=O)CCC3)cc1 | 1.3 | -3 | 14 | -0.6
C/C(=C\C(=O)c1ccc(C)cc1)NCc1ccc(F)cc1 | 1.3 | -7 | 0 | -0.2
O/N=C/c1cc(Br)ccc1OCc1ccc(F)cc1 | 2.0 | 100* | -8 | 0.1
CC(C)N(C(=O)c1ccc2nc3c4ccccc4c4ccccc4c3nc2c1)C(C)C | 1.8 | -6 | 6 | 0.2
CCCN1C2=C(C(=O)CCC2)C(c2ccc(F)cc2)C2=C1c1ccccc1C2=O (stereo not given) | 0.7 | -5 | -1 | 0.0
N#CCC(CNc1ncc(C(F)(F)F)cc1Cl)OC(=O)c1c(F)cccc1F (stereo not given) | 1.4 | 20 | 8 | -0.2
CC(C)(C(=O)c1ccccc1)/[N+]([O-])=C/c1ccccc1 | -5.2 | -4 | -10 | -0.1
CC(=O)N1CCc2cc(S(=O)(=O)NCCC3=CCCCC3)ccc21 | -0.1 | -6 | 4 | -0.3
CCC(=O)Oc1c(-c2ccccc2)c2nc3ccccc3nc2c2ccccc12 | 1.2 | 23 | 5 | -0.2
COc1ccc(NC(=S)Nc2ccc(F)cc2)c(OC)c1 | -2.5 | 35 | -12 | 0.1
CN(C(=O)c1ccc(C(=O)N(C)C2CCCCC2)cc1)C1CCCCC1 | -1.7 | -2 | -8 | 0.9
O=C1CC(SCCc2nc3ccccc3[nH]2)C(=O)N1c1ccc(F)c(Cl)c1 (stereo not given) | 1.5 | -9 | -14 | 0.1
O=c1[nH]c(CN2CCCCC2)nc2c1C1(CCCC1)Cc1ccccc1-2 | -1.7 | 0 | 3 | 0.7
O=C1CC(=C2c3ccccc3-c3ccccc32)C(=O)N1CCN1CCN(c2ccccc2)CC1 | -1.3 | 6 | 2 | -0.2
CSc1nc2sc3c(c2c2nnnn12)CC(C)(C)OC3 | 0.3 | -3 | 0 | -0.4
CN(C)N=Nc1ccc(S(=O)(=O)N2CCSC2C(=O)O)cc1 (stereo not given) | -1.2 | -8 | 9 | -0.3
CCN(CC)S(=O)(=O)c1ccc(OC)c(NC(=O)c2ccc(OC)c([N+](=O)[O-])c2)c1 | 1.9 | 12 | 7 | 0.0
CCN(CC)c1cc(CS(=O)c2ccccc2)nc(-c2ccccc2)n1 (stereo not given) | 1.5 | 5 | -2 | -0.3
CCCCCCNc1c([N+](=O)[O-])cc(C)cc1[N+](=O)[O-] | -7.8 | -7 | 4 | -0.3

Arranged by the number under Hsp70 act (largest number first): three from the list above.
Compound,DTT redox prof,TLR4 MyD88 comp,Hsp70 act
COc1ccc(NC(=S)Nc2ccc(F)cc2)c(OC)c1,-2.5,-12,0.1
N#CCC(CNc1ncc(C(F)(F)F)cc1Cl)OC(=O)c1c(F)cccc1F (stereo not given),1.4,8,-0.2
CSc1nc2sc3c(c2c2nnnn12)CC(C)(C)OC3,0.3,0,-0.4

(continued)
SMILES | DTT redox prof | Lmaj promast | TLR4 MyD88 comp | Hsp70 act
Cc1cccc(NC(=O)CSc2nccn2C)c1 | 0.8 | -2 | -16 | -0.2
COc1ccc(/C=C/C(=O)c2cc(F)ccc2OC(=O)c2ccccc2)cc1OC | -3.7 | 100* | 7 | 5.3
COc1ccc(Nc2nc(C(C)(C)C)nc3c2nnn3Cc2ccccc2Cl)cc1OC | 0.3 | 23 | 7 | 0.2
N#Cc1c(SCC(N)=O)nc2c(c1-c1ccc(OCc3ccccc3)cc1)CCCC2 | 0.5 | 37 | 10 | -0.1
COCCn1nnnc1CN(CCc1ccccc1)Cc1cc2cc(OC)ccc2[nH]c1=O | 0.0 | 14 | -5 | -0.4
CCCCCCCCCCNC(=O)CCn1[nH]c(=O)c2ccccc2c1=O | -1.0 | -7 | 11 | 0.0
O=C(Nc1ccc2c(c1)Cc1ccccc1-2)c1cc2ccccc2o1 | 0.1 | 5 | 9 | -0.6
CCC1(C)Cc2c(sc3c2c(=O)n(C)c2nnc(SCC(=O)c4ccc(Cl)cc4)n32)CO1 (stereo not given) | -0.5 | 7 | -6 | -0.6
Cc1nc2ccccc2c(=O)n1NC(=O)Cc1ccccc1 | 0.5 | 2 | 14 | -0.3
c1nc(NCC2CCCO2)c2[nH]cnc2n1 (stereo not given) | 4.1 | -2 | 0 | -0.3
CCOC(=O)CSc1snnc1C | 2.3 | -5 | 9 | 0.0

Individual results from above.
TLR4 MyD88 comp result of c1nc(NCC2CCCO2)c2[nH]cnc2n1 (stereo not given) reads 0
Lmaj promast result of COc1ccc(/C=C/C(=O)c2cc(F)ccc2OC(=O)c2ccccc2)cc1OC reads 100*

Screening results from PubChem BioAssay.

The list is partial (hit frequency here may not be typical).
